GPR35 antagonists = GPR35 antagonists blocking zaprinast-driven arrestin recruitment, primary screen, imaging, U2OS, beta-arrestin-GFP, zaprinast agonist (AID 2058); U2OS GPR35 beta-arrestin-GFP translocation imaging, zaprinast antagonism; higher % means a stronger effect; inhibition, % at 10 µM, or IC50 in µM where a hit was titrated; 290,000 tested, 0.052% active;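 active means inhibition of at least 50% with at least 30 cells and total cytoplasm GFP at most 10,000,000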
NS5 inhibitors = Dengue-2 NS5 methyltransferase inhibitors, primary screen, biochemical, confirmation dose response (AID 588689). Dengue-2 NS5 methyltransferase capping enzyme assay, biochemical; higher % means a stronger effect. one-dose inhibition, % at 25 µM; IC50 in µM for titrated hits. 340,000 tested, 0.3% active; in the data active means a potency from the dose series
AID2073 = inhibitors of Mint1-CaV2.2 protein interaction, biochemical, HTRF (AID 2073); HTRF protein-protein interaction, Mint1-CaV2.2; higher % means a stronger effect; one-dose inhibition, % at 20 µM; IC50 in µM for titrated hits; 290,000 tested, 0.19% active; in the data active means inhibition mostly above about 51%, no sharp cut-off; further: some results filed as inactive read as strong as hits
LYP phosphatase = inhibitors of LYP phosphatase, biochemical, fluorescence intensity, uHTS (AID 1779). 290,000 tested, 0.054% active. recombinant LYP phosphatase, fluorescence intensity; higher % means a stronger effect. inhibition, % at 11.5 µM; hits with a dose series show IC50 in µM; in the data active means inhibition above about 50%;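 further: plate controls were vehicle with enzyme for no effect and no enzyme for full effect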
UTI89 phage lysis = inhibition of K1F phage lysis, E. coli UTI89, bacterial capsule biogenesis inhibitors, alamar blue (AID 488966). inhibition, % at 100 µM, or IC50 in µM where a hit was titrated. E. coli UTI89 K1F phage lysis, alamar blue, 2 h; higher % means a stronger effect. 340,000 tested, 0.02% active;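 active means phage lysis inhibition, versus mean bacterial control, above a set limit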;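 further: capsule biogenesis inhibitors block K1F phage lysis so surviving cells raise fluorescence; higher fluorescence means more inhibition of phage lysis; actives were called in the ten point dose series up to 300 µM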
WT yeast gro inh = growth inhibition of WT yeast, mitochondrial fusion screen; mitochondrial fusion phenotypic screen, WT strain; inhibition, % at 10 µM; 190,000 tested, 2.1% active; AID 1362; in the data active means inhibition above about 58%; tested in S. cerevisiae
NTR1 agonist = NTR1-driven beta-arrestin-GFP spot formation – imaging, U2OS cells, high content, primary screen (AID 493036) | activation, % at 20 µM | agonist mode | 330,000 tested, 0.17% active | P30989;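 active means activation at or above 40% of the spot to cytoplasm intensity ratio, with at least 20 cells analyzed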;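 further: 0% = DMSO without peptide and 100% = 100 nM NTR1 peptide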
Target sequence (P30989 whole entry, looked up): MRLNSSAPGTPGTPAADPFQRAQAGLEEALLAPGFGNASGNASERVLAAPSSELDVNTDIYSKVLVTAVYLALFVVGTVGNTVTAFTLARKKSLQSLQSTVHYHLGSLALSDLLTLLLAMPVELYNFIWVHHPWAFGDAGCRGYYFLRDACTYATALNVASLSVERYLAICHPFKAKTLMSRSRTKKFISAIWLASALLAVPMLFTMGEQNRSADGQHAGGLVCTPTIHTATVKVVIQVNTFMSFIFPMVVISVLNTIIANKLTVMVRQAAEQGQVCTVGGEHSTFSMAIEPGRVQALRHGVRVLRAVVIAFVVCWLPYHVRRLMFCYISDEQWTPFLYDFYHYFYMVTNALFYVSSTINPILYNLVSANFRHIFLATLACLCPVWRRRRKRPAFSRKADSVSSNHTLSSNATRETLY
RSV CPE inhibition = RSV antiviral activity via CPE protection, HEp-2 cells, primary 10 µM value included (AID 2391). CPE inhibition, % at 10 µM, or IC50 in µM where a hit was titrated. 310,000 tested, 0.13% active. HEp-2 cells, RSV-induced CPE inhibition; higher % means a stronger effect; in the data active means a potency from the dose series; further: strong numbers were not always called active
Autophagy mod = modulators of autophagy | 190,000 tested, 0.98% active | calls only at 10 µM (by protocol) | MEF GFP-LC3 puncta imaging; test concentration mostly 10 µM | AID 463193;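 active means percentage of spot-positive cells more than 3 SD above its plate mean, without a fluorescence outlier flag or 80% toxicity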;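 further: spot-positive cell cutoff set from DMSO-treated cells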
WT yeast gro inh mutant strain = second read-out of WT yeast gro inh, no call of its own (marks repeat the call); inhibition, %; mitochondrial fusion phenotypic screen, mutant strain inhibition
Autophagy mod cell loss 18 h = also measured in Autophagy mod; calls as there; toxicity, %; measured here: cell loss, nuclei count;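 cell loss after 18 h compound exposure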
NTR1 agonist cell count 20 µM = recorded beside NTR1 agonist, whose call it bears; cell count; measured here: cell count, cytotoxicity flag
An asterisk follows results filed as active; i = inactive; x = not tested or not shown; [ ] = another dose, or the depositor's remark.

SMILES	GPR35 antagonists	NS5 inhibitors	AID2073	LYP phosphatase	UTI89 phage lysis	WT yeast gro inh	WT yeast gro inh mutant strain	NTR1 agonist	NTR1 agonist cell count 20 µM	RSV CPE inhibition	Autophagy mod	Autophagy mod cell loss 18 h
COc1ccc(OC)c(C(=O)c2coc3ccc(OCC(=O)O)cc23)c1	6.3%	-3.2%	10.3%	-2.1%	0.3%	2.1	-10.4	-0.7	77	1.2%	i	7.7
Clc1ccc(Cn2ncc3c(N4CCCCC4)ncnc32)cc1	11.4%	-6.9%	10.5%	-6.0%	-0.8%[50 µM]	34.5	31.8	3.6	55	15.5%	i	-1.9
O=C(Cc1ccc(Cl)cc1)NC(=S)Nc1ccccc1O	8.8%	0.7%	-5.6%	-6.0%	0.3%	x	x	7.2	45	0.5%	x	x
NC(=O)c1cccc([N+](=O)[O-])c1	x	-5.1%	x	x	-0.7%	x	x	0.9	37	0.5%	x	x
O=S(=O)(NCc1cc(-c2ccccc2)no1)c1ccccc1	6.6%	-12.3%	-10.0%	-0.6%	2.2%	-2.0	-9.6	1.4	46	0.6%	i	2.7
CCC(=O)N(Cc1ccc(S(N)(=O)=O)cc1)C1CC(=O)N(c2ccccc2)C1=O (centres undefined)	-6.6%	-4.7%	2.2%	-3.8%	-0.3%	-6.6	-6.3	0.5	60	1.5%	i	2.8
COc1ccc2nc(C)cc(Nc3ccc(N4CCN(C)CC4)cc3)c2c1	9.4%	-0.7%	-5.5%	-5.3%	1.4%	x	x	-0.1	90	1.6%	x	x
CSc1sc(C#N)c2c1/C(=N\O)CCC2	7.9%	7.7%	-12.7%	-2.6%	0.8%	x	x	-0.5	52	1.2%	x	x
CC(Sc1nc(N2CCCCC2)c2c(c1C#N)CCCC2)C(=O)O (centres undefined)	7.0%	25.9%	17.4%	3.6%	-0.4%	5.1	-4.8	0.2	31	0.8%	i	2.9
CC(C)(C)c1[nH]nc2c1C(c1ccc(OC(=O)c3ccco3)cc1)C(C#N)=C(N)O2 (centres undefined)	-0.8%	0.7%	17.9%	7.9%	0.0%	-0.7	7.9	1.9	58	-0.1%	i	14.5
Cc1cc(C(=O)NCCC(c2ccccc2)c2ccccc2)c(C)o1	-4.3%	-2.9%	-4.2%	-6.5%	2.0%	-7.8	-44.9	-2.0	68	3.2%	i	23.4
C=CCOC(=O)C(=O)/C=C/c1ccc2c(c1)Cc1ccccc1-2	-8.5%	2.5%	45.3%	2.0%	0.2%	2.5	8.2	2.3	49	2.0%	i	-1.3
CCn1ccnc1CN(C)Cc1cn[nH]c1-c1ccc(F)cc1F	2.3%	x	-7.3%	-9.9%	0.0%	-1.1	14.6	1.3	36	2.5%	i	-0.5
C/C(=N\NC(=O)c1ccc(Cn2cc(Br)cn2)o1)c1cccc(NC(=O)C(C)C)c1	-5.6%	-5.1%	-2.5%	0.2%	-0.3%[50 µM]	-4.9	1.3	-0.4	81	3.0%	i	3.1
O=C(Nc1nc(-c2ccccc2)c(-c2ccccc2)s1)c1ccc(S(=O)(=O)N2CCCC2)cc1	-4.8%	2.0%	25.4%	6.4%	1.8%	-7.9	5.3	4.4	53	7.1%	i	5.0
O=C(OCCN1C(=O)c2ccccc2C1=O)c1cc2ccccc2o1	19.8%	-1.4%	4.0%	0.5%	2.0%[50 µM]	4.1	-10.0	0.6	47	0.3%	i	7.4
Cc1cccc(NS(=O)(=O)c2ccc(C3CCCCC3)cc2)n1	-2.3%	2.5%	0.3%	-1.4%	-0.8%	42.2	18.5	2.9	56	-1.2%	i	-2.2
Cc1ccc(/C=C2\C(=N)N3N=C(CC(=O)N4CCOCC4)SC3=NC2=O)o1	-2.4%	-7.0%	2.6%	-3.4%	-0.2%	x	x	-0.7	61	1.0%	x	x
O=C(Cc1ccccc1)NCCSC1CCCCC1	7.9%	0.0%	-1.1%	-8.9%	0.2%	10.9	-8.0	-1.5	88	1.0%	i	32.9
O=C(Nc1ccccc1Cl)c1cc[n+](Cc2ccc([N+](=O)[O-])cc2)cc1	-10.4%	-0.8%	0.5%	-5.6%	0.2%	-16.8	3.8	-0.4	40	0.2%	i	-12.0
Cc1cccc2c1ncc1c(=O)n(-c3ccccc3)[nH]c12	0.3%	2.0%	8.0%	-3.8%	-0.1%	x	x	3.9	92	2.5%	x	x
CCN(CC)S(=O)(=O)c1cccc(NC(=O)COc2ccc(C#N)cc2OC)c1	-0.1%	3.5%	-4.7%	-4.5%	1.4%[50 µM]	-10.9	-13.8	3.9	67	0.6%	i	-1.6
COc1ccc(C2=NN(C(=O)CCC(=O)O)C(c3ccc(OC)cc3)C2)cc1 (centres undefined)	-2.2%	0.0%	9.5%	-6.2%	0.1%	x	x	-0.4	55	1.0%	x	x
CCOc1ccc(C2C(C#N)=C(N)Oc3cc(O)ccc32)cc1OCC (centres undefined)	-5.4%	-19.7%	6.5%	-5.1%	0.2%	x	x	1.1	63	3.0%	x	x
Nc1c(C(=O)O)cnn1-c1ccccc1	-5.7%	2.9%	20.0%	-12.6%	1.2%	-11.5	8.9	2.4	55	-0.5%	i	3.9

2 of the compounds above, with each value named.
CSc1sc(C#N)c2c1/C(=N\O)CCC2
  GPR35 antagonists: 7.9%; NS5 inhibitors: 7.7%; AID2073: -12.7%; LYP phosphatase: -2.6%; UTI89 phage lysis: 0.8%; WT yeast gro inh: x; WT yeast gro inh mutant strain: x; NTR1 agonist: -0.5; NTR1 agonist cell count 20 µM: 52; RSV CPE inhibition: 1.2%; Autophagy mod: x; Autophagy mod cell loss 18 h: x
Cc1ccc(/C=C2\C(=N)N3N=C(CC(=O)N4CCOCC4)SC3=NC2=O)o1
  GPR35 antagonists: -2.4%; NS5 inhibitors: -7.0%; AID2073: 2.6%; LYP phosphatase: -3.4%; UTI89 phage lysis: -0.2%; WT yeast gro inh: x; WT yeast gro inh mutant strain: x; NTR1 agonist: -0.7; NTR1 agonist cell count 20 µM: 61; RSV CPE inhibition: 1.0%; Autophagy mod: x; Autophagy mod cell loss 18 h: x

Following part:
SMILES	GPR35 antagonists	NS5 inhibitors	AID2073	LYP phosphatase	UTI89 phage lysis	WT yeast gro inh	WT yeast gro inh mutant strain	NTR1 agonist	NTR1 agonist cell count 20 µM	RSV CPE inhibition	Autophagy mod	Autophagy mod cell loss 18 h
CC(C)(C)c1ccc(C(=O)NCCCN2CCN(CCCNC(=O)c3ccc(C(C)(C)C)cc3)CC2)cc1	10.4%	-4.8%	6.7%	-11.2%	-12.8%	25.0	-9.0	24.3	42	-1.5%	i	-1.8
N/C(Cc1cccs1)=N\OC(=O)COc1ccc(Cl)cc1Cl	1.6%	-4.1%	2.0%	-5.1%	3.8%[50 µM]	6.5	3.6	3.2	67	0.6%	i	1.1
O=C(COC(=O)c1cccc(S(=O)(=O)NCc2ccccc2)c1)c1ccccc1	-5.2%	-7.7%	-2.1%	-0.9%	1.4%[50 µM]	-9.0	-8.0	2.0	37	1.2%	i	-8.3
Cc1nc(=O)c(-c2ccccc2)c(C)n1-c1ccccc1	8.7%	-4.6%	-3.6%	-7.0%	0.0%	x	x	1.7	64	0.4%	x	x
CC(=O)Nc1ccc(C(=O)COC(=O)CCc2ccccc2)c(F)c1	x	-5.2%	x	x	0.6%[50 µM]	x	x	1.3	47	-0.1%	x	x
CCOC(=O)C1=C(COC(=O)C2CC(=O)N(c3ccc(C)cc3)C2)NC(=O)NC1C (centres undefined)	x	-6.5%	x	x	0.5%[50 µM]	x	x	1.4	56	-1.2%	x	x
CC(c1ccccc1)N1CC(C(=O)NC2CCCC2)CC1=O (centres undefined)	-1.3%	-2.1%	0.1%	-10.3%	1.2%[50 µM]	4.6	19.9	0.7	53	0.7%	i	-6.2
COc1ccc(CC(=O)Nc2ccc(S(=O)(=O)Nc3cc(C)on3)cc2)cc1	-5.3%	-10.7%	-6.5%	-3.7%	-0.3%	-0.6	-4.0	1.6	78	0.7%	i	6.5
CC(=O)Nc1ccc(OCCC[n+]2ccccc2)cc1	4.6%	-3.1%	-4.8%	-9.8%	0.1%	-1.5	1.8	-1.2	49	1.0%	i	-2.0
COC(=O)C1=COC(C)C2CN3CCc4c([nH]c5cc(OC)c(OC)cc45)C3CC12 (centres undefined)	5.9%	4.3%	-7.7%	-6.3%	-1.0%	x	x	8.1	89	1.5%	x	x
COc1ccc(CN2C(=O)c3ccccc3C2=O)cc1C(=O)Nc1ccc(C)cc1C	2.3%	5.8%	-2.8%	-0.3%	0.3%	-16.3	-5.2	7.3	78	0.8%	i	6.7
O=C(N/N=C/c1ccccn1)c1cc(-c2ccc(Cl)s2)[nH]n1	1.6%	-0.8%	0.3%	-4.3%	-0.2%	x	x	-0.9	41	1.6%	x	x
COc1ccccc1C1CCN(Cc2cccc3ccccc23)CC1	7.0%	2.0%	-6.0%	-6.3%	0.0%	x	x	2.2	51	1.5%	x	x
CCCCC(=O)Nc1sc2c(c1C(N)=O)CCC2	-14.7%	3.4%	-4.6%	-2.0%	1.2%	50.7	-1.0	0.3	40	0.8%	i	-2.7
CCOC(=O)c1sc2nc3n(c(=O)c2c1C)CCC3	11.8%	6.3%	5.8%	-9.5%	0.2%	-4.2	-6.2	-0.1	84	3.4%	i	11.4
CCCCOc1ccc(N2C(=O)CC(NCc3ccncc3)C2=O)cc1 (centres undefined)	12.1%	-6.2%	2.7%	-8.4%	2.2%	-10.4	4.5	0.8	48	-2.2%	i	-4.4
Cc1ccc(CNC(=O)CCC2CCCN(Cc3cccc4ncccc34)C2)o1 (centres undefined)	4.1%	-2.2%	11.4%	-6.0%	-0.2%	3.9	5.5	-0.8	42	-0.1%	i	3.9
COc1ccc(C)cc1S(=O)(=O)N1CCN(c2ccccc2)CC1	2.3%	x	1.8%	-2.9%	-1.4%	x	x	-0.1	43	1.9%	x	x
O=C(Cc1ccc([N+](=O)[O-])cc1)Nc1ccc2c(c1)CCC2	-8.1%	1.6%	17.0%	-12.8%	-0.4%	x	x	1.2	61	1.3%	x	x
C=CCOC(=O)C1=C(C)Nc2nnnn2C1c1cccc(OC)c1OC (centres undefined)	-2.7%	-2.1%	-2.6%	-7.7%	3.0%	-10.5	-5.4	0.2	49	13.2%	i	14.3
NNC(=O)c1cc2cc3ccccc3nc2s1	1.7%	-1.6%	4.3%	-4.9%	0.6%	-0.3	11.7	1.2	41	12.8%	i	15.1
O=C(c1ccc(NC2=NC3CS(=O)(=O)CC3S2)cc1)N1CCN(c2ccc(F)cc2)CC1 (centres undefined)	-1.4%	5.5%	4.4%	-1.8%	1.2%	x	x	-0.6	73	0.3%	x	x
CCc1c(C(=O)N/N=C/c2cn[nH]c2-c2ccc(F)cc2)csc1C	-14.9%	-7.3%	2.0%	-3.3%	-3.3%	-12.2	-8.3	1.2	44	4.2%	i	12.9
O=[N+]([O-])c1ccc(Cl)cc1N1CCOCC1	8.6%	-8.6%	-10.0%	-7.9%	-0.5%	-0.7	11.0	0.4	41	3.7%	i	34.6
O=C(C[n+]1cc(Br)cc(Br)c1)c1ccc(-c2ccccc2)cc1	14.8%	-6.2%	5.2%	-2.4%	0.3%	x	x	-0.8	92	4.4%	x	x
CC(C)CC(OC(=O)c1ccco1)C(=O)NCC1CCCO1 (centres undefined)	-12.9%	-2.4%	-2.2%	-7.7%	0.5%	-10.9	-2.5	-1.4	96	0.9%	i	0.1
